Source: PubChem BioAssay (National Center for Advancing Translational Sciences (NCATS))
LDHA block = LDHA (human) enzyme inhibition | 480,000 tested, 0.15% active | purified LDHA, NADH/diaphorase-resazurin fluorescence; hits give low values | activity change, % (values are at about 110 or 230 µM) | AID 1347041; in the data active = activity change below about -30%; inconclusive = mostly about -25% to -30%;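 also: plate controls were DMSO wells for no effect and wells without enzyme for full effect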
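Human LDH5 (2 nM) was incubated with 0.06 mM NADH and 0.2 mM pyruvate for 5 min at room temperature in Tris pH 7.4. Remaining NADH was coupled through diaphorase/resazurin, and resorufin fluorescence was read at 0 and 20 min.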
D2 PAM = positive allosteric modulators of human D2 dopamine receptor; P14416; HEK293 T-REx D2, calcium flux, EC20 dopamine potentiation; potentiation, % at 10 µM; 340,000 tested, 0.34% active; AID 485347;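 active = potentiation over 3 SD above the plate norm, cut at about 30% in these data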; also: 0% is about no effect
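Calcium flux readout, no-wash dye, 1 read/s. Inducible HEK293 Trex D2 line, overnight 30 C. Compound alone 180 s (agonist flags), then EC20 dopamine, another 180 s to score potentiation.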
Glioma ERSR ind = inducers of ER stress response in human glioma cells; U87-MG GRP78 promoter luciferase reporter, 16 h; Potency, µM, inactives show at the highest dose activation, actives largely listed as activators; 420,000 tested, 0.02% active; also: potency is read from the fitted curve at half-maximal effect; series mostly up to about 76 µM; % of control where 0% means no effect; nearly all actives have a fitted effect of over 35% in size
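Stably transfected U87-MG glioma cells carrying a GRP78-based luciferase sensor; 16 h compound incubation. Luminescence end-point read 10 min after Bright-Glo addition at room temperature.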
D1 potentiator = potentiators of human D1 dopamine receptor. 360,000 tested, 0.036% active. potentiation, % at 10 µM. HEK293 TREx D1 cells, calcium flux, dopamine EC20 potentiation; in the data active = potentiation above about 30%; also: 0% is about no effect
Target sequence (P21728 whole entry, looked up): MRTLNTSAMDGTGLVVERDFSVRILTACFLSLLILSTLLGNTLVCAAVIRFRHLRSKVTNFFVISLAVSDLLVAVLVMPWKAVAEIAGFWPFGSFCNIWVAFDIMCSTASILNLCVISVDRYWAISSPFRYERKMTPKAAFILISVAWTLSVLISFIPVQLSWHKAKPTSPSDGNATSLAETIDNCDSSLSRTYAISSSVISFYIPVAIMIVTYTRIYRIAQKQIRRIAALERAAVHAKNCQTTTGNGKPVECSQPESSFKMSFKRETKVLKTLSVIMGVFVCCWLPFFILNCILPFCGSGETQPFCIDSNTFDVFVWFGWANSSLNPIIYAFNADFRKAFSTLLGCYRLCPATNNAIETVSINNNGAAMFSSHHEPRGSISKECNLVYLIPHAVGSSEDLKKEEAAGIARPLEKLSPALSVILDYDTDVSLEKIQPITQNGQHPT
D1 antagonist = antagonists of human D1 dopamine receptor | P21728 | activity change, negative = inhibition, % at 10 µM | HEK293 TREx D1 cells, calcium flux, dopamine EC80; hits give low values | 360,000 tested, 3.2% active; in the data active = activity change below about -30%; also: % is scaled to controls: 0 for no effect and ±100 for the full control effect
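Allosteric or orthosteric antagonism assessed as attenuation of the calcium response to EC80 dopamine, added 180 s after compound, in induced HEK293 Trex D1 cells loaded with no-wash calcium dye.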
RXFP1 agonist = agonists of human relaxin receptor RXFP1 | Q9HBX9 | HEK293T-RXFP1 cAMP TR-FRET, 30 min; response scale: percent of porcine relaxin response, buffer zero | Potency, µM (series often up to 57.5 µM), for the others: top-dose activation, usual class: activators | 370,000 tested, 0.3% active; also: potency is read from the fitted curve at half-maximal effect; % is scaled to controls: 0 for no effect and ±100 for the full control effect; nearly all actives have a fitted effect of over 60% in size; many of its hits are not listed in these tables
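cAMP rise read by TR-FRET after 30 min, 37C compound exposure (up to 58 uM) in RXFP1-transfected HEK293 cells with Ro 20174 present. EC50 from Hill-equation fits, with 29 nM porcine relaxin as 100% and buffer as basal.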
D1 ag = agonists of human D1 dopamine receptor; HEK293 T-REx D1 cells, calcium flux, agonist mode; activation, % at 2 µM; 360,000 tested, 1% active; AID 504660; in the data active = activation above about 30%; also: 0% is about no effect
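Inducible HEK293 T-REx D1 cells, force-coupled to calcium signalling, were plated at 4000 cells/well with tetracycline and held overnight at 30 C. After no-wash calcium dye loading, compound-evoked calcium rise over 180 s flagged agonists.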
Vif-A3G inh = inhibitors of Vif-APOBEC3G interaction. Q9HC16. HeLa A3G-eYFP + Vif (tagged APOBEC3G with the HIV-1 protein that degrades it), YFP fluorescence, overnight. Potency, µM (highest dose often 46.1 µM), for inactives: top-dose activity, negative = active, most hits filed as inhibitors. 410,000 tested, 0.076% active. AID 602310;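 also: potency is read from the fitted curve at half-maximal effect; % is scaled to controls: 0 for no effect and ±100 for the full control effect; nearly all actives have a fitted effect of over 60% in size; hits raise eYFP signal because A3G escapes Vif-driven loss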
Target sequence (Q9HC16 whole entry, looked up): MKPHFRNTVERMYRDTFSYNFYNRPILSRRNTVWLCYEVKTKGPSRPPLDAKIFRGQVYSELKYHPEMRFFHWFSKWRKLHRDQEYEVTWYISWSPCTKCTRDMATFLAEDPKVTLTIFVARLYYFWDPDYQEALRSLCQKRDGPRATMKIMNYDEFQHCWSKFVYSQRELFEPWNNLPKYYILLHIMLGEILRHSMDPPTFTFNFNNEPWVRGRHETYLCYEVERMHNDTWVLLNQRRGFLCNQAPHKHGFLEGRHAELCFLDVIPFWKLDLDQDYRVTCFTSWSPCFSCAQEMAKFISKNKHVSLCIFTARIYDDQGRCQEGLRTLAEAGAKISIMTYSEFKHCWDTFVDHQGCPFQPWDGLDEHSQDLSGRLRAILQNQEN
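Read-out is eYFP fluorescence (Ex 488/Em 500-530) from Vif-expressing HeLa A3G-eYFP cells; more signal means A3G escaped Vif-mediated degradation. Cells plated overnight, compound pinned in, incubated overnight at 37 deg C.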
Vif-A3F inh = blocks the Vif interaction with APOBEC3F; HeLa A3F-eYFP + Vif (tagged APOBEC3F with the HIV-1 protein that degrades it), YFP fluorescence increase; Potency, µM (top dose mostly 46.1 µM), without a hit: at the top dose activity, negative = active; 390,000 tested, 0.2% active; also: potency is read from the fitted curve at half-maximal effect; % of control where 0% means no effect; nearly all actives have a fitted effect of over 65% in size
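HeLa cells stably expressing A3F-eYFP plus Vif, plated and incubated overnight at 37 deg C, then exposed to compounds overnight at 37 deg C. Blocked degradation read as raised yellow fluorescence (Ex 488/Em 500-530).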
Active calls of the source: *; ? = inconclusive; . = no result given; & = joins results of further samples. Unless noted, calls follow the shape of the dose curve; as a rule, active = well fitted curve in the direction sought with a large enough effect; inconclusive = small, poorly fitted or top-dose-only effect, or another doubt; inactive = no such curve, though single readings can be large; an effect the other way counts as inactive or inconclusive. Not all compounds are listed, so the mix of outcomes need not match the whole.

SMILES	LDHA block	D2 PAM	Glioma ERSR ind	D1 potentiator	D1 antagonist	RXFP1 agonist	D1 ag	Vif-A3G inh	Vif-A3F inh
Cc1ccc(C(=O)Nc2cccc(C(=O)O)c2)cc1S(=O)(=O)N1CCCCC1	0	2	-13%	0	6	-0.1%	-2	1%	-2%
O=C(NCc1ccco1)c1cccc(C(F)(F)F)c1	-3	0	-1%	6	-7	1.0%	2	-4%	-8%
O=C(Nc1ccc(F)cc1)C(NC1CCCCC1)c1ccccc1 (stereo not given)	-8	0	-7%	-6	-6	-0.4%	5	0%	-2%
O=c1cc(-c2cc3ccccc3o2)c2cc(O)ccc2o1	-2&-2	-1	-7%	-10	-26	-0.1%	-2	-2%	-1%
O=C(Cn1ccc2ccccc2c1=O)NCC(=O)Nc1ccc(F)cc1F	-4	-31	-2%	-2	8	27%	4	-1%	1%
Cc1nnc(Sc2c(N)n(C)c(=O)n(C)c2=O)s1	-1	-13	-1%	3	-5	2.1%	1	3%	-1%
CCOc1ccc(C(=O)NNC2CC(=O)N(CCc3ccccc3)C2=O)cc1OC (stereo not given)	-2	-3	-1%	4	21	0.5%	2	0%	-1%
COc1ccc(NS(=O)(=O)c2c(C(=O)N3CCCCCC3)c(C)n(C)c2C)cc1	-2	11	-2%	-10	-24	0.7%	0	-12%	-15%
Cc1oc(-c2ccc(Cl)cc2)nc1CN1CCCC(C(=O)N2CCOCC2)C1 (stereo not given)	-1	3	3%	2	4	1.5%	2	0%	0%
C=CCn1c(SCC(=O)/C(C#N)=C(\C)N)nnc1C1CCCCC1	6	-8	-4%	-8	-75*	1.4%	2	-10%	-9%
CC(=O)Nc1ccc2c(c1)ncn2C1CCCCC1	-5	.	3%	.	.	.	.	1%	10%
O=C(Nc1cccc(NC(=O)c2ccc(-c3cccc(Br)c3)o2)c1)c1ccco1	-5	.	3%	.	.	-1.4%	.	2%	-7%

Record cards (already shown). Values in the order: LDHA block	D2 PAM	Glioma ERSR ind	D1 potentiator	D1 antagonist	RXFP1 agonist	D1 ag	Vif-A3G inh	Vif-A3F inh
Record of CCOc1ccc(C(=O)NNC2CC(=O)N(CCc3ccccc3)C2=O)cc1OC (stereo not given) → -2	-3	-1%	4	21	0.5%	2	0%	-1%
Record of C=CCn1c(SCC(=O)/C(C#N)=C(\C)N)nnc1C1CCCCC1 → 6	-8	-4%	-8	-75*	1.4%	2	-10%	-9%

Continuation.
SMILES	LDHA block	D2 PAM	Glioma ERSR ind	D1 potentiator	D1 antagonist	RXFP1 agonist	D1 ag	Vif-A3G inh	Vif-A3F inh
CCCOc1ccccc1C1NC(=O)NC(C)=C1C(=O)OCc1ccccc1 (stereo not given)	1	0	-3%	-6	-1	-0.1%	8	0%	-11%
COc1cc(/C=C2/NC(=O)NC2=O)ccc1OCC(=O)Nc1ccc(F)cc1	-3	10	-4%	-10	-71*	1.3%	4	-5%	-4%
O=C(/C=C/c1ccco1)Nc1sc2c(c1C(=O)O)CCC2	-7	-4	7%	-4	7	0.4%	2	0%	-8%
O=C(NC1=NCCS1)C1CC2CCC1C2 (stereo not given)	-6	15	0%	0	11	0.7%	1	-2%	1%
CC(=O)c1c(C)oc2ccc(NS(=O)(=O)c3cccs3)cc12	-15	-3	-7%	-6	-15	-1.5%	6	-1%	-17%
COc1ccc(C)cc1NC(=O)CN1c2cccc3cccc(c23)S1(=O)=O	1	.	0%	-1	8	3.2%	5	-19%	1%
CC(C)CCn1c(SCc2cccc(F)c2)nc2ccsc2c1=O	-1	9	1%	3	14	4.0%	12	-20%	1%
CCOC(=O)c1cccc(NC(=O)c2cc(CN3CCCC3)on2)c1	2	0	-8%	-7	11	-2.1%	2	0%	2%
O=C(NCCS(=O)(=O)N1CCN(c2ccccc2F)CC1)c1cccc(Br)c1	1&0	12	-4%	-7	-12	0.9%	1	0%	1%
COC(=O)[C@@]12CCCCN1[C@H](c1ccc(-c3ccc(Cl)c(Cl)c3)c(OC)c1)[C@H]1C(=O)N(C)C(=O)[C@H]12	-6	.	-2%	.	.	.	.	-2%	-10%
COC(=O)N1N=C(c2ccccc2)CC1(O)C(F)(F)F (stereo not given)	-16	.	-4%	.	.	0.3%	.	1%	-9%
CN1CCc2c(sc3c2C(=O)NC(c2ccccc2)N3)C1 (stereo not given)	1	-14	-3%	-2	23	2.4%	11	-6%	?
COc1ccccc1C(=O)NC(=O)COC(=O)c1oc2ccccc2c1C	-3	-1	0%	.	9	2.4%	1	-11%	-12%
Cn1c(Cc2cccs2)n[nH]c1=S	-7	22	-6%	4	-2	2.2%	2	2%	-2%
CC1(C)Cc2c(cnn2-c2ccc(F)cc2)C(NC(=O)C2=NNC(=O)CC2)C1 (stereo not given)	-3	-2	4%	-2	20	-2.3%	0	0%	-9%
Cc1ccc(NC(=O)N(C2CCCCC2)C(C)c2cccnc2)cc1C (stereo not given)	1	-4	0%	.	-5	-0.5%	2	-1%	1%
CC1CCCCN1S(=O)(=O)c1ccc(S(=O)(=O)N(Cc2ccccc2)Cc2ccco2)cc1 (stereo not given)	-3	-1	-4%	-7	-6	0.8%	8	0%	-7%
Cc1ccc(S(=O)(=O)CCC(=O)OCc2ccccc2F)cc1	-4	-1	0%	1	-6	1.5%	3	0%	-4%
CSc1ccc(CN2CCCC(N3CCN(c4ccccc4)CC3)C2)cc1 (stereo not given)	-7	6	-4%	-2	13	1.8%	1	4%	-7%
CC1(C)CN(c2cccc(C#N)c2)C1=O	-8	0	0%	-4	-8	-1.0%	3	-5%	0%
O=C(Nc1cccc(F)c1)C1CCN(S(=O)(=O)c2cccc3nsnc23)CC1	5	-3	-3%	1	-16	4.1%	7	-3%	3%
O=C(CN1C(=O)NC(c2ccccc2)(c2ccccc2)C1=O)N1CCN(c2ccccc2F)CC1	-1	0	-3%	-4	17	1.0%	2	1%	2%
O=[N+]([O-])c1ccccc1CNCCO	1	6	0%	-6	-13	-0.1%	1	-4%	5%
Cn1cc(S(=O)(=O)N2CCCCCC2)cc1C(=O)N1CCN(c2ccccc2F)CC1	-2	9	0%	0	2	2.5%	0	-2%	-4%
O=C(CS)Nc1ccc2ccccc2c1	2&9	-4	9%	-3	8	1.8%	6	3%	5%
O=C(N/N=C/c1ccsc1)C1CC1	3	40*	3%	5	6	-2.9%	1	-3%	4%
CC(C)(C)C(=O)Nc1ccccc1N1CCN(c2ccc(F)cc2)CC1	1	0	-5%	-3	4	-0.9%	0	-1%	?
Cc1cc(C(F)(F)F)c2c(N)c(C(=O)Nc3cc(C)on3)sc2n1	0	-9	5%	-4	8	6.6%	1	-16%	11µM*
c1ccc(Nc2ncnc3sccc23)cc1	-12	-1	3%	-4	2	-1.2%	2	-2%	0%
CC(C)c1nc(CNC(=O)c2ccc(OC3CCN(Cc4ccccn4)CC3)cc2)cs1	2	-7	-5%	-2	-12	-2.0%	1	2%	2%
CCOc1ccccc1NC(=O)CC1NCCNC1=O (stereo not given)	-4	10	2%	7	-3	0.1%	2	-5%	-10%
O=C1c2ccccc2C(=O)c2c1cccc2N1CCOCC1	3	7	-2%	4	5	0.3%	1	0%	4%
O=C(Nc1ccc(S(=O)(=O)Nc2nccs2)cc1)C1CC(=O)N(c2ccccc2)C1 (stereo not given)	-4	11	-4%	4	14	0.6%	1	-4%	?
Cn1ncc(Br)c1C(=O)Nc1cccc(C(F)(F)F)c1	0	-2	1%	-4	0	5.2%	6	4%	-10%
O=C(CSc1nnc(NC(=O)c2ccco2)s1)NCc1ccc2c(c1)OCO2	-14	7	-5%	-3	14	-0.5%	1	2%	9%
Cc1cc(NC(=O)c2c(F)c(F)c(F)c(F)c2F)no1	-3	-10	-5%	1	13	0.2%	5	1%	-5%
C=CCNC(=O)CSc1nnc(-c2ccccc2Cl)n1-c1c(C)n(C)n(-c2ccccc2)c1=O	2	7	-3%	2	15	2.4%	1	2%	-2%
Cc1c(Cl)cccc1-n1ncc(C(=O)N2CCC(C)CC2)c1C1CCN(C(=O)OC(C)(C)C)CC1	-4	-2	0%	5	-8	1.4%	0	-1%	2%
O=C(Nc1ccc2c(c1)OCO2)c1ccc(Cl)s1	3	6	5%	-7	0	-0.3%	9	2%	-9%
C[C@@H]1CN([C@H](C)CO)C(=O)CCCn2nncc2CO[C@@H]1CN(C)S(=O)(=O)c1cccs1	-3	.	-2%	.	.	.	.	0%	-17%
CNC(=O)c1ccc(NC(=O)COc2ccc(-c3nn(C)c(=O)c4ccccc34)cc2)cc1	3	-3	-1%	-3	9	1.8%	7	-10%	-8%
Cc1ccc(OCC(=O)Nc2ccc(N3CCN(C(=O)c4ccco4)CC3)cc2)c(C)c1	-4	-6	1%	2	-9	0.7%	6	-4%	0%
O=C(NC1CCCC1)c1ccc2c(c1)N(Cc1ccccc1F)C(=O)c1ccccc1S2	-4	-12	-2%	2	2	-1.6%	8	1%	1%
CC(C)(O)C(=O)N/N=C\c1ccc(OC/C=C/c2ccccc2)cc1	0	2	0%	1	41	0.1%	2	-8%	2%
Cc1cc(OCC(=O)N2CCc3ccccc3C2)c2c(-c3ccccc3)cc(=O)oc2c1	3	-5	2%	0	.	-1.5%	0	2%	-1%
CC(C(=O)N1CCc2ccccc21)n1cnc2c1c(=O)n(C)c(=O)n2C (stereo not given)	-5	-10	0%	2	1	0.6%	1	-4%	-4%
CCc1ccc(NC(=O)CC2C(=O)N(c3ccc(C)cc3)C(=O)N2CCc2ccncc2)cc1 (stereo not given)	-4&0	-5&-13	-2%&1%	-2&-6	-29&2	0.0%&8.3%	3&2	-10%&-1%	-4%&4%
COc1cccc(C(=O)C2CCCN(Cc3cccc(OCCO)c3)C2)c1 (stereo not given)	-6	-12	-1%	-8	7	-2.3%	1	1%	-12%
COc1ccc(OC)c(S(=O)(=O)NC2CCCCNC2=O)c1 (stereo not given)	-6	-5	-4%	-3	-7	-3.2%	4	-5%	4%
